# Screening data (PubChem BioAssay)
# GLP1R inv ag: inverse agonists of human GLP-1 receptor. P43220. HEK293 GLP-1R CRE-luciferase, luminescence, 24 h; GLP-1R form is constitutively active. Potency, µM (titrated, usually from 38.3 µM), inactives show top-dose activity change, negative = inhibition, hits mostly inhibitors. 1.6% of 410,000 active. AID 624417; also: % is scaled to controls: 0 for no effect and ±100 for the full control effect; nearly all actives have a fitted effect of over 55% in size
# Target sequence (P43220 whole entry, looked up): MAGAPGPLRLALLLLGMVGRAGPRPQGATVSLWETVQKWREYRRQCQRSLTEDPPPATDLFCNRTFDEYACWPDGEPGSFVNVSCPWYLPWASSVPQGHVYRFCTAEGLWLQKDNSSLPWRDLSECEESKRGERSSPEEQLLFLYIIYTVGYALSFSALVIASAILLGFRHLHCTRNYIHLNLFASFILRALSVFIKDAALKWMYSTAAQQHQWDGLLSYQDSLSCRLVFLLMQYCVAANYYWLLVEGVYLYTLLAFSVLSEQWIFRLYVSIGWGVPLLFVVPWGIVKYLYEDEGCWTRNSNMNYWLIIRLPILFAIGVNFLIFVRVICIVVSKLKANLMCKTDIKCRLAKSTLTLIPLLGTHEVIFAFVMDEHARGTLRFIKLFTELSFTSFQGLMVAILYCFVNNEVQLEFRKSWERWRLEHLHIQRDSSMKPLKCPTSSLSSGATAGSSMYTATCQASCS
#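 Using stably transfected HEK293 (constitutively active GLP-1R, cAMP-luciferase reporter), compounds were incubated 24 hr and luciferase measured by luminescence.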
# TDP-43 yeast inh: TDP-43 toxicity inhibition in yeast; Potency, µM (doses to about 46.1 µM), for inactives: top-dose growth rescue (activation), hits mostly activators; 1.8% of 410,000 active; TDP-43 expressing yeast growth rescue, BacTiter-Glo, 24 h; also: % of control where 0% means no effect; nearly all actives have a fitted effect of over 50% in size
#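 Galactose-induced TDP-43 yeast, OD600=0.02, compound pinned; 24 hr, 30 deg C; BacTiter-Glo luminescence for growth. Inhibitors of TDP-43 toxicity read as activators.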
# GLP1R cytotox: cytotoxicity counter-screen for GLP-1 receptor inverse agonists | AID 624418 | Potency, µM (top dose mostly 38.3 µM), without a hit: at the top dose activity change, negative = inhibition, actives largely listed as inhibitors | 0.13% of 410,000 active | HEK293 cAMP-luciferase reporter cells, luminescence, 24 h;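 also: loss of luciferase light is scored as toxicity; % is scaled to controls: 0 for no effect and ±100 for the full control effect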
#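 1536-well qHTS counterscreen of the MLSMR; 200 cells/uL, 12 h pre-incubation, 23 nL cpd, 24 h at 37 deg C 5% CO2, luciferase detection reagent, 12 min RT, luminescence. Inhibition = undesired.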
# Active calls of the source: *; ? = inconclusive; [ ] = another dose, or the depositor's remark. Calls follow the shape of the dose curve; as a rule, active = well fitted curve in the direction sought with a large enough effect; inconclusive = small, poorly fitted or top-dose-only effect, or another doubt; inactive = no such curve, though single readings can be large; an effect the other way counts as inactive or inconclusive. Potency is read from the fitted curve at half-maximal effect. These rows are one share of the data; rates above refer to the full screens.
SMILES,GLP1R inv ag,TDP-43 yeast inh,GLP1R cytotox
Cc1ccc(NC(=O)CN2C(=O)C(c3ccccc3)=NC23CCCCC3)cc1C,?,?,-10%
CCOc1ccc(N(C(=O)Cn2nnc3ccccc32)C(C(=O)NCc2ccccc2)c2ccc(OC)cc2)cc1 (centres undefined),0%,19%,-4%
Cc1ccc(Cl)cc1N1CCN(C(=O)CCSCc2ccccc2F)CC1,?,?,-2%
CCC1CN(C(=O)C2CCN(S(=O)(=O)c3c(C)noc3/C=C/c3ccc(C)cc3)CC2)c2cc(C)ccc2O1 (centres undefined),-2%,15%,0%
O=C(Nc1ccc(F)c(F)c1)C(c1ccccc1)N1Cc2ccccc2C1=O (centres undefined),?,0%,-4%
CCN(CC)c1ccc(C(=O)NCc2nc3cccnc3n2Cc2ccc(C)cc2)cc1,-10%,2%,-4%
O=C(COc1ccc(Cl)cc1)Nc1ccc(O)c(-c2nc3ccccc3s2)c1,9%,24%,-8%
O=C(Nc1c(C(=O)N2CCN(c3ccc(F)cc3)CC2)oc2ccccc12)c1ccco1,-11%,0%,-2%
COc1ccc(NC(=O)CN2C(=O)COc3ccc(S(=O)(=O)Nc4ccccc4)cc32)cc1OC,1%,4%,3%
Cc1cc(-c2ccc(S(=O)(=O)Nc3cccc(C)c3C)s2)on1,?,26%,?
Cc1ccc(Cl)cc1N(C)C(=O)c1noc2c1CCCCC2,-23%,0%,15%
Fc1cccc(CSc2ccc(-c3cccs3)nn2)c1,0%,25%,27%
CCC1Oc2ccccc2N(CC(=O)NCc2ccc(C)cc2)C1=O (centres undefined),-6%,14%,-17%
COc1ccc(CCNc2oc(/C=C/c3cc(OC)c(OC)c(OC)c3)nc2C#N)cc1OC,31%[activator],27%,20%
Cc1nc2ccn(Cc3cccs3)c(=O)c2cc1C(=O)Nc1ccccc1,?,-22%,-18%
COc1ccc(-c2cn3c(n2)sc2cc(C(=O)NCCCN4CCN(C)CC4)ccc23)cc1,4%,-48%[inhibitor],7%
CCOc1ccc(Cn2c(CNS(=O)(=O)c3ccc(CC)cc3)nc3cccnc32)cc1,-17%,28%,-3%
COc1ccc(C)cc1NC(=O)C(Cc1ccccc1)NS(=O)(=O)c1ccc(Br)s1 (centres undefined),?,1%,-18%
Clc1cccc(CSc2nncn3c2cc2sccc23)c1,?,?,-3%
COc1cccc(-n2cc(C(=O)Nc3ccccc3C(N)=O)c3ccccc3c2=O)c1,1%,0%,-13%

# Some of the entries so far, tab-delimited:
smiles	GLP1R inv ag	TDP-43 yeast inh	GLP1R cytotox
COc1ccc(-c2cn3c(n2)sc2cc(C(=O)NCCCN4CCN(C)CC4)ccc23)cc1	4%	-48%[inhibitor]	7%
Clc1cccc(CSc2nncn3c2cc2sccc23)c1	?	?	-3%
CCC1Oc2ccccc2N(CC(=O)NCc2ccc(C)cc2)C1=O (centres undefined)	-6%	14%	-17%
O=C(Nc1ccc(F)c(F)c1)C(c1ccccc1)N1Cc2ccccc2C1=O (centres undefined)	?	0%	-4%
Cc1ccc(NC(=O)CN2C(=O)C(c3ccccc3)=NC23CCCCC3)cc1C	?	?	-10%
CCC1CN(C(=O)C2CCN(S(=O)(=O)c3c(C)noc3/C=C/c3ccc(C)cc3)CC2)c2cc(C)ccc2O1 (centres undefined)	-2%	15%	0%

# Limited to GLP1R inv ag (four entries from above):
compound | GLP1R inv ag
COc1ccc(C)cc1NC(=O)C(Cc1ccccc1)NS(=O)(=O)c1ccc(Br)s1 (centres undefined) | ?
Fc1cccc(CSc2ccc(-c3cccs3)nn2)c1 | 0%
CCC1CN(C(=O)C2CCN(S(=O)(=O)c3c(C)noc3/C=C/c3ccc(C)cc3)CC2)c2cc(C)ccc2O1 (centres undefined) | -2%
COc1ccc(NC(=O)CN2C(=O)COc3ccc(S(=O)(=O)Nc4ccccc4)cc32)cc1OC | 1%

# 6 entries from above, sorted by the number in GLP1R inv ag, lowest first.
Molecule	GLP1R inv ag
Cc1ccc(Cl)cc1N(C)C(=O)c1noc2c1CCCCC2	-23%
CCN(CC)c1ccc(C(=O)NCc2nc3cccnc3n2Cc2ccc(C)cc2)cc1	-10%
CCC1Oc2ccccc2N(CC(=O)NCc2ccc(C)cc2)C1=O (centres undefined)	-6%
CCC1CN(C(=O)C2CCN(S(=O)(=O)c3c(C)noc3/C=C/c3ccc(C)cc3)CC2)c2cc(C)ccc2O1 (centres undefined)	-2%
COc1cccc(-n2cc(C(=O)Nc3ccccc3C(N)=O)c3ccccc3c2=O)c1	1%
COc1ccc(-c2cn3c(n2)sc2cc(C(=O)NCCCN4CCN(C)CC4)ccc23)cc1	4%

# Going on with the list:
SMILES,GLP1R inv ag,TDP-43 yeast inh,GLP1R cytotox
CNC(=O)c1ccc(NC(=O)c2nsc3ccccc23)cc1,?,?,-1%
COc1ccc(CCNC(=O)CCc2cn(Cc3ccc(C)cc3)c3ccccc23)cc1OC,?,13%,2%
CCOC(=O)CNc1ncnc2c1nnn2C,4%,5%,-2%
CCOc1ccc2oc(=O)cc(CN3CCN(Cc4ccc(F)cc4)CC3)c2c1,-6%,4%,4%
Cc1cccc(S(=O)(=O)c2cn(C)c3cc(N4CCN(c5ccc(F)cc5)CC4)c(F)cc3c2=O)c1,1%,-2%,5%
CCOc1ccc(NCc2cccn2-c2nnc(N3CCC(C(=O)NCCc4ccc(OC)c(OC)c4)CC3)s2)cc1,?,-6%,-17%
O=C(CCn1c(=O)c2sccc2n(Cc2ccccc2F)c1=O)NCc1ccc2c(c1)OCO2,3%,21%,-7%
Cc1ccc(CCNC(=O)C2CCN(c3nnc(-n4cccc4CNc4ccc(C)cc4)s3)CC2)cc1,4.5µM*,20%,-14%
COc1ccc(-c2nc(CSc3nncn4c3cc3sccc34)c(C)o2)cc1OC,0%,21%,-5%
CCOC(=O)c1c(C)oc2ccc(N(C(=O)c3ccncc3)S(=O)(=O)c3ccc(CC)cc3)cc12,?,20%,?
CCN(CC)CCCNC(=O)c1ccc2c(c1)NC(=O)C(CS(=O)(=O)Cc1ccc(F)cc1Cl)N2 (centres undefined),-4%,-1%,0%
Cc1ccc(NC(=O)c2cnc(SCC(=O)Nc3cc(C)on3)n(C)c2=O)cc1,8%,23%,-21%
CCS(=O)(=O)Nc1ccc(-c2cn3c(C)csc3n2)cc1,16%,23%,3%
Clc1ccccc1CSc1nc(NCCc2ccccc2)c2ccccc2n1,10%,24%,-4%
Cc1ccc(CNC(=O)c2cc3c(s2)-c2ccccc2SC3)cc1,?,-12%,-11%
COc1cc(NC(=O)CC2C(=O)N(c3ccccc3)C(=O)N2Cc2ccc(F)cc2)cc(OC)c1 (centres undefined),-16%,23%,8%
CCCN1C(=O)C(O)(CC(=O)c2ccc(C(C)C)cc2)c2ccccc21 (centres undefined),-29%,13%,-16%
COc1cccc(Cn2cnc3c2c(=O)n(C)c(=O)n3C)c1,-15%,0%,-4%
Cc1cc2c(cc3c(SCc4nc(-c5ccccc5)oc4C)nnc(C)n32)o1,5%,18µM*,7%
CCOC(=O)c1ccccc1NC(=O)N1CCN2CCCCC2C1 (centres undefined),9%,16%,0%
Cc1cccc(NC(=O)c2cc(S(=O)(=O)NCc3ccc4c(c3)OCO4)ccc2F)c1C,6%,7%,-9%
CS(=O)(=O)NCCc1csc2nc(-c3ccccc3)nn12,22%,16%,-1%
COc1cccc(N2C(=O)C(CC(=O)Nc3cccc(F)c3)N(C3CCCC3)C2=O)c1 (centres undefined),-11%,-10%,-5%
CCOc1ccc(CCNC(=O)CCCc2nnc3n(CC(C)C)c(=O)c4sccc4n23)cc1,5%,12%,4%
CCN1C(=O)c2ccccc2Sc2ccc(NC(=O)Nc3ccc(C(C)=O)cc3)cc21,?,19%,1%
CC1CCN(CCCNC(=O)c2cc(Sc3ccc(F)cc3)nc3ccccc23)CC1,?,18%,-21%
Cc1cc(C)cc(NC(=O)Cn2c3ncccc3c(=O)n2-c2ccc(C)c(C)c2)c1,18%,19%,2%
CCCN(C(=O)C1CCN(S(=O)(=O)c2c(C)noc2/C=C/c2ccc(C)cc2)CC1)c1ccccc1F,12%,-2%,8%
Cc1ccc(N(CC(C)C)S(=O)(=O)c2nnc(NC(=O)c3ccco3)s2)cc1,?,15%,4%
CCOCCCNC(=O)c1ccc2nc(CCc3ccccc3)oc2c1,18%,27%,-5%
Cc1ccc(C)c(NC(=O)Cn2cc(C(=O)c3ccncc3)c(=O)c3cc(F)ccc32)c1,4%,18%,3%
COc1ccc(NC(=O)Cn2c(=O)n(-c3cc(C)cc(C)c3)c(=O)c3oc4ccccc4c32)cc1OC,-4%,22%,-18%
CCc1nn2c(=O)cc(COC(=O)c3ccccc3NC(=O)c3ccc(C(C)(C)C)cc3)nc2s1,5%,10%,0%
CCOC(=O)c1cc(-c2ccc(OC)cc2)n(CCC(=O)Nc2cccc(C)c2C)c1C,-15%,6%,-1%
CCOc1ccc2c(c1)c(=O)c(C(=O)c1ccccc1)cn2Cc1ccccc1F,6%,22%,2%
Cc1ccc(C)c(NC(=O)CCc2c(C)n(C)c3cc(-c4ccccc4C)nn3c2=O)c1,2%,8%,2%
CC(C)c1nc2ccc(C(=O)NCc3ccc(F)cc3)cc2o1,1%,-6%,-2%
CCc1cccc(-n2c(=O)c3cccnc3n2CC(=O)NCc2ccccc2)c1,?,9%,-8%
Cc1c(C(=O)NCCc2ccc(Cl)cc2)sc2nc3n(c(=O)c12)CCCC3,2%,18µM*,-4%
COc1ccc(Cn2c(CNS(=O)(=O)c3ccc(C)c(C)c3)nc3cccnc32)cc1,-7%,8%,0%

# Full records from above:
# Record of O=C(Nc1c(C(=O)N2CCN(c3ccc(F)cc3)CC2)oc2ccccc12)c1ccco1 = GLP1R inv ag: -11%; TDP-43 yeast inh: 0%; GLP1R cytotox: -2%
# Record of Cc1cc2c(cc3c(SCc4nc(-c5ccccc5)oc4C)nnc(C)n32)o1 = GLP1R inv ag: 5%; TDP-43 yeast inh: 18µM*; GLP1R cytotox: 7%

# (listing goes on)
SMILES,GLP1R inv ag,TDP-43 yeast inh,GLP1R cytotox
CC(CNC(=O)c1ccc2c(c1)nc1n2CCOC1)c1ccccc1 (centres undefined),6%,0%,4%
Cn1c(SCC(=O)N2CCCc3ccccc32)ncc(C(=O)Nc2ccc(Cl)cc2)c1=O,0%,0%,9%
Cc1sc(NC(=O)COc2ccc(C(C)(C)C)cc2)c(C(=O)OC(C)C)c1C,12%,15%,3%
Cc1cccc(-c2nc3c4ccccc4nc(N4CCN(c5ccccc5F)CC4)n3n2)c1,-8%,0%,3%
CCOc1ccc(NC(=O)CN2C(=O)C(c3ccccc3)=NC23CCCCCC3)cc1,?,16%,-7%
COc1ccc(CCNC(=O)c2nc(SCc3ccccc3F)ncc2Cl)cc1OC,?,7%,-12%
CCOC(=O)C(C)Sc1nnc2cc(C)c3ccccc3n12 (centres undefined),9%,0%,-12%
CCSc1ncc(Cl)c(C(=O)Nc2c(C(=O)Nc3ccc(Cl)cc3)oc3ccccc23)n1,10%,0%,-2%
Cc1cccc(-c2nc3scc(CCNS(=O)(=O)c4ccc(Oc5ccccc5)cc4)n3n2)c1,-14%,22%,-10%
COc1ccc(/C=C/c2nc(C#N)c(N3CCC(C(N)=O)CC3)o2)cc1OC,26%,-1%,37%[activator]
CCOC(=O)c1c(-c2ccc(C)cc2)csc1NC(=O)c1cc(=O)c2cc(C)ccc2o1,3%,-19%,1%
O=C(NCCCc1nc2ccccc2n1Cc1cccc(Cl)c1)c1ccco1,-11%,?,-15%
O=C(Cn1c(=O)c2cccn2c2ccc(F)cc21)N1CCN(c2ccccc2F)CC1,8%,-3%,-2%
Cc1cccc(-c2noc(CCCC(=O)NCc3ccco3)n2)c1,-9%,0%,3%
Cc1nnc(NC(=O)CSc2nc3c([nH]c4ccccc43)c(=O)n2-c2cccc(Cl)c2)s1,14%,27%,0%
Cc1ccc(C(=O)Nc2c(C)nc3ccccn3c2=O)cc1C,3%,1%,21%
